RGS7-Gao reg: RGS7-Galphao binding modulators, primary screen, biochemical, multiplexed bead flow cytometry; actives lie on both sides; binding response (% of control), % at 10 µM; actives 0.35% (n = 220,000); AID 1439, 2008; in the data active means binding response below about 49% or above about 150%; inconclusive means no clear call, values can overlap the other calls; inactive means in between;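 further: fluorescent Galphao held in activated GDP-AlF4 state binding bead-coupled RGS7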
Target sequence (P09471 whole entry, looked up): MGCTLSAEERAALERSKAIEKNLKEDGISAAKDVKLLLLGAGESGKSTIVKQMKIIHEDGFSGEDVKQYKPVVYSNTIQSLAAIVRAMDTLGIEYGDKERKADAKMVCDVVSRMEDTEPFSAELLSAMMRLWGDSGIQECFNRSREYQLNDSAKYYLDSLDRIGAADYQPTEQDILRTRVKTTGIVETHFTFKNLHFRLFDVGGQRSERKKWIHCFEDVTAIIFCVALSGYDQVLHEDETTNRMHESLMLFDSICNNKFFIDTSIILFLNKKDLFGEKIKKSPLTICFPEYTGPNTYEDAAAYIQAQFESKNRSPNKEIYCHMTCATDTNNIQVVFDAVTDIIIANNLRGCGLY
Mcl1-Bid inh: Mcl-1/Bid binding inhibitors, primary screen, biochemical, TR-FRET, 1536-well. TR-FRET Mcl-1/Bid-Dy647 peptide binding. inhibition, % at 21.7 µM. actives 0.97% (n = 220,000). Induced myeloid leukemia cell differentiation protein Mcl-1 (Homo sapiens), Q07820. AID 1021, 2008;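 active means compounds that cut the binding signal by more than half at the single screening dose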;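 further: His-tagged Mcl-1 with europium anti-His antibody binding Bid BH3 peptide; 0% = Mcl-1 plus peptide wells and 100% = peptide-only wells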
Target sequence (Q07820 whole entry, looked up): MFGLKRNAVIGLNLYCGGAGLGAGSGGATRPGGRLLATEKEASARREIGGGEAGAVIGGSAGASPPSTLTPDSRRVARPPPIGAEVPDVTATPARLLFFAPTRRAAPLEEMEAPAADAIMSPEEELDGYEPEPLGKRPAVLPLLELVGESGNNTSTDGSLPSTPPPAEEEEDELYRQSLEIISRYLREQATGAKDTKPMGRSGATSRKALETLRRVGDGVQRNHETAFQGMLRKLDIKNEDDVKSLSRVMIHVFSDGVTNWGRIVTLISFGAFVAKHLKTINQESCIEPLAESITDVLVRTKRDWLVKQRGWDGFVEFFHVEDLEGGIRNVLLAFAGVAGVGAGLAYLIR
Bim-Bcl-W: inhibitors of Bim binding to Bcl-W, primary screen, biochemical, multiplexed, bead-based flow cytometry | AID 952, 2007 | Bcl-2-like protein 2 (Homo sapiens), Q92843 | inhibition, % at 10 µM | actives 0.02% (n = 190,000) | Bim peptide-Bcl-W binding;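 further: 0% = bound tracer without compound and 100% = peptide blocker; higher means less fluorescent Bim peptide bound to Bcl-W beads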
Bim-Bcl-XL: inhibitors of Bim-Bcl-XL binding, primary screen, biochemical, multiplexed, bead flow cytometry, human Bcl-XL | inhibition, % at 10 µM | Bim peptide-Bcl-XL binding, fluorescence | actives 0.04% (n = 190,000) | Bcl-2-like protein 1 (Homo sapiens), Q07817
Bcl-B Bim block: inhibitors of Bim-Bcl-B binding, primary screen, biochemical, multiplexed, human Bcl-2 family; bead-based flow cytometry, Bim peptide-Bcl-B binding; Bcl-2-like protein 10 (Homo sapiens), Q9HD36; actives 0.073% (n = 190,000); inhibition, % at 10 µM;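 further: 0% = tracer peptide without compound and 100% = reference inhibitor peptide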
GSH bead fluor: compound fluorescence on glutathione beads, profiling panel, artefact control, biophysical, 488/530 nm, flow cytometry; fluorescence (KMESF) at 10 µM; actives 0.25% (n = 190,000); AID 1776, 2009; GSH beads flow cytometry, compound fluorescence 488/530 nm; active compounds read high; in the data active means fluorescence above about 89;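 further: glutathione beads carrying GST-tagged Bcl family fusion proteins plus one bare bead set; values are compound well signal with DMSO vehicle wells as background; inactives centre near 16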
RGS8-Gao reg: RGS8-Galphao binding modulators, primary screen, biochemical, multiplexed bead flow cytometry | Guanine nucleotide-binding protein G(o) subunit alpha (Homo sapiens), P09471 | actives lie on both sides | response (percent of control binding), % at 10 µM | actives 0.34% (n = 220,000); in the data active means response below about 60% or above about 140%; inactive means in between;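 further: Galphao activated as the GDP aluminium fluoride complex binding bead-coupled RGS8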
Bim-Mcl-1: inhibitors of Bim peptide binding to Mcl-1, primary screen, biochemical, bead-based flow cytometry, multiplex; actives 0.1% (n = 190,000); AID 1009, 2008; Induced myeloid leukemia cell differentiation protein Mcl-1 (Homo sapiens), Q07820; inhibition, % at 10 µM; Bim peptide-Mcl-1 binding;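 further: 0% = no compound tracer wells and 100% = peptide blocker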
RGS4-Gao reg: modulators of RGS4 binding to Galphao, primary screen, biochemical, multiplexed bead flow cytometry. Guanine nucleotide-binding protein G(o) subunit alpha (Homo sapiens), P09471. actives lie on both sides. binding response (% of control), % at 10 µM. actives 0.33% (n = 220,000). AID 1415, 2008; in the data active means binding response below about 49% or above about 150%; inactive means in between;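 further: fluorescent Galphao activated with aluminum fluoride binding bead-coupled RGS4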
Bcl-2 Bim block: inhibitors of Bim-Bcl-2 binding, primary screen, biochemical, multiplexed, human Bcl-2 family; inhibition, % at 10 µM; actives 0.06% (n = 190,000); Bead-based flow cytometry, Bim peptide-Bcl-2 binding; Apoptosis regulator Bcl-2 (Homo sapiens), P10415; in the data active means inhibition above about 40%; inconclusive means no clear call, values can overlap the other calls;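 further: 0% = no compound wells with probe peptide and 100% = reference peptide inhibitor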
Target sequence (P10415 whole entry, looked up): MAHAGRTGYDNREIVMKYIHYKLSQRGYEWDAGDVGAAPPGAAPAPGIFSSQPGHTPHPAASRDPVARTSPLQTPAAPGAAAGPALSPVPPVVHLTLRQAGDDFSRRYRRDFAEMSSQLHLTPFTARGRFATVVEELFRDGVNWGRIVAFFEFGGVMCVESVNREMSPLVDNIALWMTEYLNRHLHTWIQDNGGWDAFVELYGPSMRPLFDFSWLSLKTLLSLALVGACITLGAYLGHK
Bfl-1 Bim block: inhibitors of Bim binding to Bfl-1, primary screen, biochemical, multiplexed, bead-based flow cytometry; Bim-Bfl-1 binding inhibition; Bcl-2-related protein A1 (Homo sapiens), Q16548; AID 1008, 2008; inhibition, % at 10 µM; actives 0.12% (n = 190,000);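 further: 0% = wells without compound plus tracer and 100% = blocker peptide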
* = called active by the depositor; ? = inconclusive; / = no result given. Unless noted, no stated cut-off is given here; in the data, active means inhibition above about 40%. No enrichment for hits; overall some 1.8% were active at least once.

SMILES	RGS7-Gao reg	Mcl1-Bid inh	Bim-Bcl-W	Bim-Bcl-XL	Bcl-B Bim block	GSH bead fluor	RGS8-Gao reg	Bim-Mcl-1	RGS4-Gao reg	Bcl-2 Bim block	Bfl-1 Bim block
Cc1nc2ccccn2c1C(=O)Nc1ccc2c(c1)OCCO2	101.6	-14.9	-3.0	-3.0	-3.0	19	100.5	1.0	98.8	-2.0	-4.0
CCOC(=O)C(C)Oc1c(Br)cc(C2NC(=O)NC(C)=C2C(C)=O)cc1OCC (stereo not drawn)	96.9	10.7	4.0	3.0	-5.0	37	100.8	1.0	100.2	-2.0	-7.0
CCOC(=O)N1CCC(NC(=O)c2cccn3c(=O)c4cc(Br)ccc4nc23)CC1	92.7	14.0	0.0	-3.0	-8.0	29	93.2	-2.0	93.6	-9.0	-15.0
COc1ccc(C(=O)N2CCN(c3ccc(C)cc3C)CC2)cc1OC	108.7	12.7	0.0	-1.0	-8.0	20	104.4	-2.0	103.8	-6.0	-11.0
O=C(CSc1nc2ccccc2[nH]1)Nc1cc(C(F)(F)F)ccc1N1CCOCC1	101.9	-4.7	-2.0	-14.0	-7.0	69	103.7	0.0	104.1	-5.0	-10.0
CCOc1ccc(OCC)c(-c2c(=O)n(OCc3ccccc3Br)c3ccccc3[n+]2[O-])c1	105.2	-24.9	2.0	-6.0	-11.0	15	100.0	-7.0	102.2	-14.0	-9.0
O=C(Nc1nc(-c2ccccn2)cs1)c1ccc(Cl)s1	99.5	-51.1	4.0	-3.0	-7.0	25	102.5	0.0	103.6	-3.0	-5.0
O=C(Nc1nccs1)C1CC(=O)N(Cc2ccco2)C1 (stereo not drawn)	95.2	88.2*	0.0	0.0	0.0	72	98.0	-1.0	99.8	1.0	-2.0
Cc1cc(-c2ccccc2)nc(Cl)c1C#N	99.3	-5.2	-4.0	-2.0	-6.0	11	99.7	-1.0	98.7	-6.0	-17.0
CCc1sc(C(=O)Nc2ccccc2N2CCOCC2)cc1C	98.4	-13.0	-13.0	-16.0	-3.0	10	102.0	-25.0	102.9	-4.0	-4.0
CC(=O)NC1C(=O)Nc2c(C)cc(C)cc21 (stereo not drawn)	106.5	-0.7	0.0	-1.0	-2.0	66	101.5	-1.0	102.1	0.0	1.0
O=CNCCCc1nc2ccccc2n1Cc1cccc2ccccc12	100.6	-2.4	3.0	-2.0	-8.0	10	101.3	0.0	102.1	-9.0	-8.0
CC(=O)Nc1ccc(N=Cc2c(O)c(C(=O)Nc3ccccc3)cc3ccccc23)cc1	101.5	70.6*	-3.0	-4.0	-24.0	44	101.8	-2.0	103.3	-2.0	3.0
Cc1ccc(C(C)C)c(OCC(O)CN2CC(C)OC(C)C2)c1 (stereo not drawn)	100.9	-10.1	-1.0	-13.0	-9.0	55	101.4	-19.0	98.5	-5.0	-9.0
Nc1nc2nccc(-c3ccccn3)n2n1	101.1	-2.7	1.0	0.0	4.0	19	100.3	4.0	99.0	2.0	-1.0
CSc1nc(C)cc(OCCNS(=O)(=O)c2cc(C)ccc2C)n1	104.3	-8.3	-2.0	-5.0	-8.0	24	101.1	-1.0	104.0	-6.0	-12.0
O=C1CSC(c2cccc([N+](=O)[O-])c2)N1c1ccccc1F (stereo not drawn)	115.7	-25.1	-2.0	-1.0	0.0	17	99.7	0.0	102.8	0.0	0.0
O=C(Nc1ccc(Cl)c(Cl)c1)OCCNC(=O)c1ccncc1	?	-16.6	3.0	1.0	3.0	11	81.4	5.0	96.1	2.0	-4.0
O=C(NCCCn1ccnc1)c1cc(C(=O)C2CC2)c[nH]1	93.2	-2.6	-3.0	-21.0	-6.0	41	99.9	-1.0	96.9	-7.0	-11.0
O=C(c1cccs1)N1CCN(c2ccc(F)cc2)CC1	102.3	-18.2	1.0	-5.0	-9.0	10	99.5	-2.0	95.0	-10.0	-11.0
CC(=O)Nc1ccc(NC(=O)CSc2nnc(-c3ccc(NS(C)(=O)=O)cc3)n2C)cc1C	94.9	-14.1	2.0	-1.0	0.0	23	102.6	0.0	98.9	-1.0	-1.0
COc1c(C)cccc1C(=O)NC(=S)Nc1ccc2c(c1)Cc1ccccc1-2	98.6	-16.6	-3.0	-1.0	-5.0	11	100.1	-3.0	100.1	-5.0	-3.0
Cc1ccc(C(=O)Oc2cc(N)n(S(=O)(=O)c3ccc(C)cc3)n2)cc1	101.9	-33.3	-3.0	-4.0	-6.0	11	99.5	-2.0	99.1	-1.0	-5.0
N#Cc1c(-c2ccccc2)ccn(Cc2ccccc2Cl)c1=O	100.8	12.9	-2.0	-3.0	-3.0	17	103.5	-1.0	100.6	0.0	-1.0
CCOc1cc(CNc2ccc(OC)cc2)cc(Br)c1OCC(=O)NC(C)(C)C	99.6	-53.9	0.0	4.0	2.0	12	104.0	0.0	95.8	2.0	4.0

(more compounds)
SMILES	RGS7-Gao reg	Mcl1-Bid inh	Bim-Bcl-W	Bim-Bcl-XL	Bcl-B Bim block	GSH bead fluor	RGS8-Gao reg	Bim-Mcl-1	RGS4-Gao reg	Bcl-2 Bim block	Bfl-1 Bim block
COC(=O)c1cc2ccsc2n1CC(=O)N1CCCc2ccccc21	97.5	-6.6	-2.0	-5.0	-5.0	18	99.1	-4.0	99.3	-1.0	-1.0
CCOC(=O)C1CCCN(CCC(=O)Nc2cc(C)ccc2C)C1 (stereo not drawn)	93.0	-3.7	0.0	-3.0	-3.0	9	105.3	1.0	102.4	-2.0	-7.0
Cc1[nH]c2ccccc2c1SCC(=O)N1CCCc2ccccc21	101.5	-24.0	2.0	-5.0	-6.0	25	102.5	-1.0	103.6	-9.0	-9.0
Cc1ccc(C2NC(=O)NC3=C2CCc2ccccc23)cc1 (stereo not drawn)	100.0	-10.1	-3.0	-10.0	-2.0	26	97.2	-5.0	99.7	-3.0	-5.0
COc1ccc(NS(=O)(=O)c2cc(OC)ccc2NC(=O)c2cc(C)oc2C)cc1	96.2	-46.6	0.0	0.0	2.0	5	101.2	4.0	97.5	4.0	4.0
O=C(Nc1ccc(Cl)cc1)Nc1nnc(Cc2ccc([N+](=O)[O-])cc2)s1	101.4	15.4	-13.0	-20.0	-40.0	10	101.3	-18.0	100.3	-10.0	0.0
CC1CCN(C(=O)CCCOc2ccc(Cl)cc2)CC1	/	-6.0	-3.0	0.0	-3.0	17	/	1.0	/	-5.0	2.0
NS(=O)(=O)c1ccc(NC(=O)CSc2nc3ccccc3n2-c2ccccc2)cc1	104.7	13.8	-2.0	-3.0	-5.0	13	102.1	0.0	101.7	-5.0	-3.0
Clc1ccc(-n2c(SCc3nc4ccccc4[nH]3)nnc2-c2ccncc2)cc1	106.0	-20.3	0.0	-1.0	-4.0	20	100.4	-1.0	101.9	-9.0	-13.0
CCC(C)NCCCCOc1ccc(Cl)cc1C (stereo not drawn)	102.2	19.4	0.0	0.0	0.0	20	104.3	3.0	101.2	5.0	2.0
Cc1ccc(/C=C/C(=O)Nc2sc3c(c2C#N)CCCC3)o1	96.0	13.7	-4.0	-10.0	-12.0	10	99.2	-4.0	100.3	0.0	0.0
CCOC(=O)c1c(C)nc2sc3c(c2c1-c1ccc(OC)cc1)NC(c1ccc(OC)cc1)NC3=O (stereo not drawn)	91.6	-21.0	-1.0	-2.0	-5.0	26	98.5	-3.0	89.2	-3.0	0.0
CCCC(=O)Nc1nc2ccc(OCC)cc2s1	103.5	-1.2	5.0	-2.0	-3.0	25	104.7	2.0	105.4	-1.0	-6.0
CCc1ccc(N2C(=O)C3C4CCC(C4=C(C)C)C3C2=O)cc1 (stereo not drawn)	99.1	3.5	-3.0	-2.0	-4.0	7	99.6	-5.0	100.8	-2.0	-1.0
CCOC(=O)C1Cc2ccccc2CN1 (stereo not drawn)	101.7	5.2	2.0	-4.0	-1.0	53	103.1	0.0	95.4	-3.0	-6.0
CCCC1CCC(=C(C#N)C(N)=O)CC1 (stereo not drawn)	99.5	-19.4	-5.0	-9.0	-8.0	13	102.0	-2.0	99.4	-10.0	-11.0
Cc1ccc(NCc2n[nH]c(=S)n2-c2ccccc2)cc1	99.6	-35.9	0.0	-6.0	-32.0	16	94.2	-5.0	100.7	-4.0	3.0
Cc1ccc(S(=O)(=O)N2CCCN(S(=O)(=O)c3ccc4c(c3)OCCO4)CC2)cc1	94.8	-23.9	4.0	0.0	3.0	14	98.6	4.0	94.6	3.0	2.0
CC(C)CC(NC(=O)c1cccc(Cl)c1)C(=O)O (stereo not drawn)	97.2	6.8	0.0	-1.0	-3.0	16	102.6	0.0	102.4	-9.0	-7.0
O=C(Nc1ccccc1)NC1CC2CCC(C1)N2Cc1nnnn1Cc1ccc2c(c1)OCO2 (stereo not drawn)	97.6	-6.4	-4.0	-3.0	-3.0	56	101.6	1.0	99.0	-3.0	-5.0
CCCCCCN1C=C/C(=C\C=C(C#N)C#N)c2ccccc21	66.7	-42.0	2.0	7.0	5.0	10	77.5	2.0	75.2	12.0	6.0
Cc1cc(NC(=O)CCC(=O)N(CC(=O)NC2CCCC2)Cc2ccc3c(c2)OCO3)no1	98.5	-20.4	-1.0	-1.0	-4.0	15	102.6	-1.0	101.8	-1.0	-3.0
COc1ccc(C(=O)Nc2cc([N+](=O)[O-])ccc2N2CCN(C)CC2)cc1	98.3	-39.8	-2.0	-2.0	-3.0	77	96.4	-1.0	99.3	-1.0	-6.0
Cc1noc(/C=C/c2cccs2)c1S(=O)(=O)N1CCC(C(=O)NCCCN2CCCC(C)C2)CC1 (stereo not drawn)	110.0	-26.8	-3.0	-6.0	-2.0	10	104.5	-3.0	105.9	0.0	-5.0
COc1ccc([N+](=O)[O-])cc1NC(=O)C(C)Sc1nc(-c2ccccc2)cs1 (stereo not drawn)	102.4	-2.9	-9.0	-12.0	-15.0	20	101.8	-4.0	102.4	-11.0	-15.0
O=C(NCc1ccco1)c1ccc([N+](=O)[O-])o1	87.4	-31.9	-3.0	-6.0	-7.0	38	98.9	-1.0	92.9	3.0	-2.0
O=C(Nc1cccn2ncnc12)c1ccc(Cl)cc1Cl	101.9	-6.4	-1.0	0.0	-3.0	7	104.8	8.0	102.6	-3.0	-2.0
